# KLK7 zymogen act – activates the human kallikrein-7 zymogen | purified proKLK7, EDANS-DABCYL substrate fluorescence; 100% is mature enzyme control, 0% vehicle | P49862 | hit rate 0.9% among 370,000 | activation, % at 7 µM;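 active means activation above the mean of all tested compounds plus 3 SD, computed per campaign excluding outliers beyond control limits, cut at about 13% in these data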
# Target sequence (P49862 whole entry, looked up): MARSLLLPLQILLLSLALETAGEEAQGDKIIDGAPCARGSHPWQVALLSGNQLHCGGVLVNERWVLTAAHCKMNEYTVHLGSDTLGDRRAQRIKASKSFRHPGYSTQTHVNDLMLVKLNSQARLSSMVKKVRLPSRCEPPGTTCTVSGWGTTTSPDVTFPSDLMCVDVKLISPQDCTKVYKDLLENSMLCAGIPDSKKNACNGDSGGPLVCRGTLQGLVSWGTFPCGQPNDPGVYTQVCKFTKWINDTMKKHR
# MBD2 inh – blocks human MBD2 binding to methylated DNA. Q9UBB5. TR-FRET, MBD2 binding to methylated oligonucleotide. inhibition, % at 4.4 µM. hit rate 0.31% among 370,000; in the data active means inhibition above about 13%
# TDP2 inh – TDP2 (human) inhibition, absorbance primary screen; O95551; recombinant TDP2, T5PNP hydrolysis, p-nitrophenol absorbance 415 nm; inhibition, % at 12.8 µM; hit rate 0.34% among 370,000;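 active means inhibition above the mean of all tested compounds plus 3 SD, set per campaign, cut at about 25% in these data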;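 further: 0% = DMSO with enzyme and 100% = buffer with substrate but no TDP2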
#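 Material: recombinant human TDP2; quantity: TDP2 enzyme at 120 nM final; medium: Tris-HCl pH 7.5 with MgCl2; compound: single concentration, 12.8 µM nominal, with 1% DMSO; incubation: 2 h enzyme incubation at 37 °C; signal: epi absorbance; measure: percent inhibition; benchmarks: high control without enzyme, low control DMSO plus TDP2; repeats: singlicate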
# PRMT1 inh – PRMT1 (human) inhibition, primary screen. Q99873. recombinant PRMT1, activity-based probe fluorescence polarization. inhibition, % at 2.79 µM. hit rate 1.3% among 370,000;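 active means inhibition above about 21% made by adding two undisclosed values, limit read from the data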
# LEDGF integ inh – blocks HIV-1 LEDGF/p75-dependent DNA integration. TR-FRET IN-LEDGF/p75 DNA integration, Eu/Cy5. inhibition, % at 3.7 µM. hit rate 0.64% among 370,000. AID 743269;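 active means inhibition above the screen-wide mean plus 3 SD, cut at about 13% in these data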;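 further: signal is the Cy5 over europium emission ratio at 671 and 618 nm; 0% = plate median of compound wells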
# TCR-CD3 inh – human TCR-CD3 binding inhibition | TAMRA-labeled TCR probe fluorescence, biochemical | inhibition, % at 9.4 µM | hit rate 0.37% among 360,000 | AID 651800; in the data active means inhibition above about 19%;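 further: recombinant mutant TCR 2C K166C tagged with TAMRA read by polarization; 0% = receptor in buffer alone and 100% = receptor with positive control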
# Tn7 DDE FP – disrupts Tn7 cyclic peptide binding to fibrin D-Dimer-E complex; P02675; FP displacement of FITC-Tn7 peptide from fibrin DD(E); 0% = median of compound wells per plate; inhibition, % at 8.3 µM; hit rate 0.13% among 370,000;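 active means inhibition above the mean of compounds falling within the control limits plus 3 SD of them, cut at about 14% in these data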;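 further: 0% = plate median of compound wells and 100% = 10 µM Aha-Tn7 peptide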
# Target sequence (P02675 whole entry, looked up): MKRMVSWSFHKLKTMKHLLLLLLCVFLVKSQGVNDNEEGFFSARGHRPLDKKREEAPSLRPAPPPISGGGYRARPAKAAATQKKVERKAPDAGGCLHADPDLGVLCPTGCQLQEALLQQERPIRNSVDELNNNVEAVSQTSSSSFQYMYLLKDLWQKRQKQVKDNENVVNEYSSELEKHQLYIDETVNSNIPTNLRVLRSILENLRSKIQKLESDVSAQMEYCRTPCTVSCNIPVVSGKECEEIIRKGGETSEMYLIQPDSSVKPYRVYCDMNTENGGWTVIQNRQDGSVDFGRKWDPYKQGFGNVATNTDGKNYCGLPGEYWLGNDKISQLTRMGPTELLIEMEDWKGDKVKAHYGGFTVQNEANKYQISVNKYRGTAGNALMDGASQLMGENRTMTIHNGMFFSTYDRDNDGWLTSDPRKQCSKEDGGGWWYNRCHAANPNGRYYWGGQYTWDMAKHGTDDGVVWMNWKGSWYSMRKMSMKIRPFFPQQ
#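 Assay system: Human clot-derived fibrin DD(E) complex | Buffer or medium: Tris/NaCl/CaCl2 buffer, pH 7.8 | Repeats: One replicate per compound | Benchmarks: Aha-Tn7 high control | Measure: % inhibition scaled between sample-field median and high-control FP | Schedule: 10 min plus 3 h, room temperature | Signal: Fluorescence polarization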
# SIAE inh – blocks human sialic acid acetylesterase. Q9HAT2. SIAE FP-Rh probe binding, fluorescence polarization. inhibition, % at 9.66 µM. hit rate 0.69% among 370,000;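 active means inhibition above a cutoff: mean of compounds within the control limits plus 3 SD of those, cut at about 17% in these data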;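 further: 0% = plate median of compound wells and 100% = probe without SIAE protein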
# DDE Tn6 FP inh – DD(E)-Tn6 binding inhibition, primary FP screen; AID 720509; hit rate 0.21% among 370,000; inhibition, % at 8.3 µM; Fibrin DD(E) TRITC-Tn6 fluorescence polarization displacement;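 active means inhibition above a per-campaign cutoff: mean of compounds within control limits plus 3 SD, cut at about 15% in these data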;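 further: 0% = median of all compound wells on the plate and 100% = blocking peptide control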
# UHRF1 binding – blocks human UHRF1 binding to methylated DNA; Q96T88; UHRF1 binding to methylated oligo, TR-FRET; inhibition, % at 4.4 µM; hit rate 0.75% among 370,000; in the data active means inhibition above about 21%;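 further: UHRF1 SRA domain binding a hemimethylated CpG hairpin DNA probe; 0% = median of test compound wells and 100% = reference inhibitor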
# The depositor's hits bear a star; / = not tested or not shown.
SMILES,KLK7 zymogen act,MBD2 inh,TDP2 inh,PRMT1 inh,LEDGF integ inh,TCR-CD3 inh,Tn7 DDE FP,SIAE inh,DDE Tn6 FP inh,UHRF1 binding
CCOC(=O)c1c(NC(=O)COC(=O)c2cccnc2OCC)sc(C(=O)N(CC)CC)c1C,0.5,5,0,3,1,-5,2,-4,2,2
CCCCCCCCN1C(=O)[C@@H](CC(=O)N2CCCCC2)C[C@@]2(C(=O)OC)C1=C[C@H](C1CCCC1)O[C@@H]2C,0.1,-4,8,1,0,6,3,10,3,1
CCN1CCN(Cc2ccc(NC(=O)c3cc(NC(=O)c4nccnc4N)cc(OC)c3)cc2C(F)(F)F)CC1,-2.5,2,2,-2,-3,6,0,-3,-2,-2
CC1(C)SC(=S)N(/N=C/c2cccnc2)C1N(O)C(=O)Nc1ccccc1 (configuration not stated),-0.3,3,7,5,-5,-2,-5,-3,-1,4
COc1ccc(C(CNC(=O)c2ccc(-c3ccccc3)cc2)N(C)C)cc1OC (configuration not stated),-0.5,3,3,0,2,0,-2,7,6,1
Cc1ccc(C(=O)N/C(=C/c2cccnc2)C(=O)NCc2ccco2)cc1,0.7,4,5,0,3,1,8,0,0,11
CN(C)c1ccc(N/C(=N\S(=O)(=O)c2cccs2)c2ccccc2)cc1,-0.1,-2,-8,-1,0,-4,-1,3,4,2
CN(C)CCNc1ncnc2c1ncn2[C@H]1CN(C)C[C@@H](CO)O1,1.0,-4,6,5,-1,-1,5,5,2,2
O=C(CSc1nnc(-c2ccncc2)n1-c1ccccc1)Nc1ccc(C(=O)O)cc1,0.5,1,10,0,1,8,-1,3,-3,-1
CCN(CC)C(=O)c1cn(-c2cccc(OC)c2)c(=O)c2ccccc12,-0.2,-6,18,0,-2,2,-1,21*,-3,0
CN(CC(=O)Nc1cccc(F)c1)C(=O)CCN1C(=O)C2CC=CCC2C1=O (configuration not stated),0.1,1,-8,4,-7,4,-3,3,2,-2
CC(=O)N1CCC(N(CCN2CCOCC2)C(=S)Nc2cc(C)ccc2C)CC1,0.2,3,3,2,-1,-3,7,-3,0,0
COc1cccc(-c2ccc(CC[C@H]3O[C@H]4CC[C@H](CO)O[C@H]4C[C@H]3NS(C)(=O)=O)cc2)c1,1.1,1,15,4,1,/,3,-1,-2,-2
O=C(Nc1cccc(NC(=O)c2ccccc2[N+](=O)[O-])n1)c1ccccc1[N+](=O)[O-],-0.4,-1,7,0,-5,-1,5,-1,2,0
O=[N+]([O-])c1cc2c(cc1/C=N\NS(=O)(=O)c1ccccc1)OCO2,0.1,-2,10,14,-3,-2,-4,3,-6,0
CCn1cc(CN2CCCC(C(=O)Nc3cccc(-c4cc5ccccc5[nH]4)c3)C2)c(C)n1 (configuration not stated),0.5,4,7,0,3,5,1,1,-1,1
Cc1c(C)n2c(SCC(=O)N3CCC(C)CC3)nnc2[nH]c1=O,-0.1,3,-1,2,-2,-3,6,1,7,-2
FC(F)(F)c1ccc(-c2n[nH]c(=S)o2)nc1,-0.2,-2,22,-1,-1,4,5,-4,8,-2
C=CCNC(=O)COc1ccc(Oc2ccccc2)cc1,-0.7,4,-2,-3,3,2,4,-2,0,3
CCCNC(=O)Cc1cc(=O)[nH]c(=O)[nH]1,0.1,-3,4,-2,-1,-4,3,-1,6,0
COc1cc(SC)ccc1C(=O)N1CC(C)OC(C)C1 (configuration not stated),-0.7,-3,6,-1,-5,6,-5,-4,-7,-1
CC(=O)Nc1cc(-c2cccc(C(=O)N(C)C)c2)cn2c(-c3ccc(F)cc3)cnc12,-8.0,-6,-19,1,3,-8,-3,-1,-3,0
N/C(=N\OC(=O)c1ccccc1)c1cccnc1,-0.6,-2,-14,3,-5,7,3,-1,4,-2
Cc1ccccc1S(=O)(=O)Cc1ccc(C(=O)NCCN2CCN(Cc3ccccc3)CC2)o1,-0.3,-2,4,1,0,1,9,1,7,0
NC(N)=NS(=O)(=O)c1ccc(NC(=S)NC(=O)c2sc3ccccc3c2Cl)cc1,0.2,0,2,2,0,-6,0,-24,0,0
COC(=O)C(=Cc1ccccc1[N+](=O)[O-])C(=O)OC,-0.2,5,3,2,-8,-7,0,-1,5,1
Cc1c(NC(=O)CSc2nnc(-c3ccccc3F)o2)c(=O)n(-c2ccccc2)n1C,0.0,-4,-5,-4,0,8,0,-3,2,-1
CCC(=O)Nc1ccc(C(=O)OCc2ccccc2Cl)cc1,-0.9,10,9,-2,-6,-3,3,-11,-7,-4
CSc1ccc(S(=O)(=O)NCC(=O)OCC(=O)N(C)C2CCCCC2)cc1[N+](=O)[O-],0.2,-7,18,-2,-1,0,-1,-5,-2,1
COCOc1ccc(-c2ncc(OC)nc2NC(=O)c2cc(C)oc2C)cc1,8.2,0,5,2,0,3,4,2,-2,2
CCc1nnc(NC(=O)c2cc(C)nc3ccccc23)s1,-0.6,4,0,-1,1,7,11,0,6,-3
O=S(=O)(c1ccccc1)N1CCC(Oc2ccc(-n3cnnn3)cc2)CC1,-0.8,6,-4,0,-2,3,2,-4,-1,0
COc1ccc(N(CC(=O)Nc2ccc(Cl)cc2)S(=O)(=O)c2c(C)n[nH]c2C)cc1,-0.1,2,-9,-4,2,-8,-6,-4,0,3
CC(C)Sc1cc(Cl)nc(NC(=O)Nc2ccccc2)n1,0.5,1,7,1,-3,1,5,1,-1,0
COc1ccc(S(=O)(=O)NCC2CCCN(C(=O)C=C(C)C)C2)cc1 (configuration not stated),-0.7,2,-4,0,4,-3,-12,-2,4,0
CNC(=O)c1ccc(=O)n(Cc2cccc(C(F)(F)F)c2)c1,-0.7,2,-1,-3,-2,7,1,-4,5,-1
Clc1ccc(NC2=NCCCCC2)cc1,0.1,-6,-6,3,0,0,5,-4,-6,0
CSc1ccc(/C=C(/NC(=O)c2ccco2)C(=O)N2CCCCC2)cc1,1.3,2,-9,-1,-1,5,5,-2,9,-1
CC(C)(C)CN1CCNC(=O)C1CC(=O)NCCc1cnn(-c2ccccc2)c1 (configuration not stated),0.3,-5,8,0,-1,3,-2,2,3,-3
CC(Oc1ccccc1)C(=O)Nc1nnc(S(=O)(=O)N2CCCCC2)s1 (configuration not stated),-0.4,0,-9,4,-8,-1,-7,4,0,2
CCCC(C(=O)OCCN(CC)CC)(c1ccccc1)c1ccccc1,0.5,1,-3,1,-4,1,-2,-7,2,0
CC(C)OCCCNS(=O)(=O)c1ccc2c(c1)oc(=O)n2C,1.2,-5,-2,-5,-1,8,7,4,4,0
Cc1ccc(-n2c(=O)c3c(C)c(C)sc3n(Cc3cc(=O)n4ccccc4n3)c2=O)cc1C,0.2,1,2,1,-4,1,6,-6,3,4
N#C/C(C(=O)N1CCOCC1)=C1\Nc2ccccc2S1,0.1,-1,-10,0,-4,4,1,4,-3,7
COc1ccc(-c2csc(NC(=O)c3c(OC)cccc3OC)n2)cc1,-2.6,-1,-7,-7,3,0,-1,-1,-9,0
Fc1ccccc1CSCc1nc2ccccc2[nH]1,-0.1,-3,0,-1,0,3,-4,-1,4,-2
CCCN1CCN(C(=O)CCS(=O)(=O)c2cc3c(cc2Cl)NC(=O)CO3)CC1,0.3,-6,-2,-2,3,0,4,0,3,-2
Cn1cc(S(=O)(=O)N2CCCC2)cc1C(=O)O,0.3,-1,-3,0,0,12,0,1,0,3
COc1ccccc1NC(=O)C(C)OC(=O)c1ccc(-n2cnnn2)cc1 (configuration not stated),-0.2,-2,-20,-5,0,1,4,-2,9,0
Cc1c(NC(=O)CN2CCN(c3cccc(Cl)c3)CC2)c(=O)n(-c2ccccc2)n1C,0.1,-2,-7,-9,3,-2,-2,-2,-13,4
COCC(=O)Nc1ccc2c(c1)OCO2,0.7,6,-4,-1,3,1,-4,-3,-5,-1
Cc1cc(C)cc(OCC(=O)NNC(=O)C2CCCO2)c1 (configuration not stated),-0.4,-3,-3,-4,6,-2,-4,-9,-2,-1
COC(=O)[C@]12C[C@H](CC(=O)NCC34CC5CC(CC(C5)C3)C4)C(=O)N(CCc3ccc(OC)c(OC)c3)C1=C[C@H](C(C)(C)C)O[C@@H]2C,-0.2,-1,-7,3,0,/,9,3,-1,1
Brc1ccc(Oc2ncc(CN3CCOCC3)s2)cc1,-0.2,-2,-2,0,-2,2,8,4,-8,-2
CC(C)COc1ccc(C(=O)OCC(=O)N(C)CC(=O)Nc2ccc(F)cc2)cc1,0.7,2,18,-1,-1,9,-1,-1,-3,0
CCOc1ccc(NC(=O)c2ccccc2NC(=O)CNC2CCCC(C)C2C)cc1 (configuration not stated),-0.7,-3,-9,-2,5,-1,1,2,0,-2
CCc1cc(=O)[nH]c(SCC(=O)Nc2ccc3c(c2)OCCO3)n1,-0.1,-3,-20,0,2,-7,-10,-10,5,6
COc1ccccc1C/C(N)=N/OC(=O)c1ccc(C)c([N+](=O)[O-])c1,0.0,2,-9,3,0,1,-7,-12,-16,7
COC(=O)[C@]12C[C@H](CC(=O)NCC3CCCCC3)C(=O)N(CCC3=CCCCC3)C1=C[C@H](C(C)(C)C)O[C@@H]2C,0.2,-3,4,4,0,5,4,-6,3,0
O=C(Nc1ccc(N2CCOCC2)c(Cl)c1)c1ccccc1F,-0.8,-1,-6,2,1,-2,4,-4,-4,1

# (next part)
SMILES,KLK7 zymogen act,MBD2 inh,TDP2 inh,PRMT1 inh,LEDGF integ inh,TCR-CD3 inh,Tn7 DDE FP,SIAE inh,DDE Tn6 FP inh,UHRF1 binding
N#Cc1nc(-c2ccc(OCc3ccccc3)cc2)oc1N1CCOCC1,-0.3,0,-3,0,-3,0,-1,4,4,6
O=C(COC(=O)COc1ccc(Cl)cc1)NCCCc1ccccc1,-0.4,2,1,4,-1,3,-3,3,5,-2
O=C(O)c1ccn2c(C(=O)c3ccccc3)c(-c3ccccc3)cc2c1,-0.3,8,0,3,-2,0,3,-1,2,2
CC1CC(C)CN(CCCNC(=O)c2ccc3c(c2)ncn3C2CCCC2)C1 (configuration not stated),-0.3,-2,-6,-4,-2,-4,6,1,4,-3
Cc1cc(C)n2nc(SCC(=O)N/N=C/c3ccccn3)nc2n1,-0.5,-3,-2,-3,2,-1,-1,-1,1,1
Nc1c(-c2ccc(Cl)cc2)cnn1-c1cccc([N+](=O)[O-])c1,0.6,1,1,1,-3,9,-1,3,2,-2

# 3 entries already listed, arranged by length of the SMILES, low to high.
SMILES,KLK7 zymogen act,MBD2 inh,TDP2 inh,PRMT1 inh,LEDGF integ inh,TCR-CD3 inh,Tn7 DDE FP,SIAE inh,DDE Tn6 FP inh,UHRF1 binding
O=C(COC(=O)COc1ccc(Cl)cc1)NCCCc1ccccc1,-0.4,2,1,4,-1,3,-3,3,5,-2
O=C(O)c1ccn2c(C(=O)c3ccccc3)c(-c3ccccc3)cc2c1,-0.3,8,0,3,-2,0,3,-1,2,2
Nc1c(-c2ccc(Cl)cc2)cnn1-c1cccc([N+](=O)[O-])c1,0.6,1,1,1,-3,9,-1,3,2,-2

# High-throughput results from PubChem BioAssay.
